Screening data from PubChem.
MazF activator = increases E. coli MazEF RNase cleavage of RNA | P0AE70 | activation, % at 20 µM | FAM/BHQ RNA-DNA oligo cleavage fluorescence, 5 h | 350,000 compounds, 0.32% hits; in the data active = activation above about 50%
Target sequence (P0AE70 whole entry, looked up): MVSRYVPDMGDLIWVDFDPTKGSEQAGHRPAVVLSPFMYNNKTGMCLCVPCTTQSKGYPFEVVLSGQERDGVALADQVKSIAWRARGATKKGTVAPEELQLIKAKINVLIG
FBA Mtb inh = inhibits M. tuberculosis FBA enzyme; P9WQA3; purified M. tuberculosis FBA, fluorescence read-out; inhibition, % at 1 µM; 360,000 compounds, 2.3% hits; AID 588726; in the data active = inhibition above about 27%;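 also: 0% = vehicle and 100% = reference inhibitor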
Target sequence (P9WQA3 whole entry, looked up): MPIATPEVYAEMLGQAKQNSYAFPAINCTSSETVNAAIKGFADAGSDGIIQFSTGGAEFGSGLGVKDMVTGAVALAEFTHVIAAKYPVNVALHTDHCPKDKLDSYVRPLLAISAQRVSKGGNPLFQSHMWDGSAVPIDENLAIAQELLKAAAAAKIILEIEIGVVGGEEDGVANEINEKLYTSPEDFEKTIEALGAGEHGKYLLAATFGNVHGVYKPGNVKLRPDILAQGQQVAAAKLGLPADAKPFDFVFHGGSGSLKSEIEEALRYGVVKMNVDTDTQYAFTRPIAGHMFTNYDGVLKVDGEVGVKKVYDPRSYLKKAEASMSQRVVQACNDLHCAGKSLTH
DUSP3 inh = DUSP3 (human) phosphatase inhibition | P51452 | recombinant VHR phosphatase, pNPP absorbance | inhibition, % at 13.3 µM | 290,000 compounds, 0.52% hits; in the data active = inhibition above about 50%; also: some compounds called inactive have numbers as strong as hits
Target sequence (P51452 whole entry, looked up): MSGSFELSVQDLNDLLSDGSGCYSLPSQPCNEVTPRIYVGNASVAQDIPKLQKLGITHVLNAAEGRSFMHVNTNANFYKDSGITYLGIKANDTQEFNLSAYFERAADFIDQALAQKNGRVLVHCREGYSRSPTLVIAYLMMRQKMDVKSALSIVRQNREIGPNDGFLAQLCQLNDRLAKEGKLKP
FadD28 FP inh = inhibitors of Mycobacterium tuberculosis FadD28 bisubstrate binding | AID 588549 | 360,000 compounds, 0.22% hits | FadD28 bisubstrate probe binding, fluorescence polarization | inhibition, % at 12.5 µM; in the data active = inhibition above about 8.5%, passing the limit was not always enough; inconclusive = no clear call, values can overlap the other calls
GDH-TPI inh = GDH-TPI coupled enzyme inhibition counter-screen; GDH-TPI coupled enzyme counterscreen, NADH absorbance; inhibition, % at 4.8 µM; 360,000 compounds, 1.2% hits;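 also: 0% = DMSO wells and 100% = wells lacking the enzyme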
Mtb UGM inh = Mtb UDP-galactopyranose mutase inhibition; 320,000 compounds, 0.06% hits; purified UGM, fluorescence polarization probe displacement; inhibition, % at 10 µM; P9WIQ1; in the data active = inhibition above about 10%, passing the limit was not always enough; inconclusive = no clear call, values can overlap the other calls
CCHF vOTU inh = CCHFV vOTU protease inhibition; Pep-AMC fluorescence; inhibition, % at 11.5 µM; 370,000 compounds, 0.55% hits; also: 0% = vehicle wells with enzyme and 100% = no enzyme wells
Mtb BioA inh = inhibitors of Mycobacterium tuberculosis BioA enzyme | inhibition, % at 9.99 µM | 360,000 compounds, 0.096% hits | purified M. tuberculosis BioA enzyme, plate reader; in the data active = inhibition above about 40%; inconclusive = no clear call, values can overlap the other calls
Rv3671c protease = inhibitors of M. tuberculosis serine protease Rv3671c. inhibition, % at 5.96 µM. P9WHR9. AID 2606. 320,000 compounds, 0.048% hits; in the data active = inhibition above about 38%;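 also: extracellular domain of Rv3671c used as enzyme; 0% = enzyme with DMSO and 100% = no enzyme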
Target sequence (P9WHR9 whole entry, looked up, the tested form may be a part): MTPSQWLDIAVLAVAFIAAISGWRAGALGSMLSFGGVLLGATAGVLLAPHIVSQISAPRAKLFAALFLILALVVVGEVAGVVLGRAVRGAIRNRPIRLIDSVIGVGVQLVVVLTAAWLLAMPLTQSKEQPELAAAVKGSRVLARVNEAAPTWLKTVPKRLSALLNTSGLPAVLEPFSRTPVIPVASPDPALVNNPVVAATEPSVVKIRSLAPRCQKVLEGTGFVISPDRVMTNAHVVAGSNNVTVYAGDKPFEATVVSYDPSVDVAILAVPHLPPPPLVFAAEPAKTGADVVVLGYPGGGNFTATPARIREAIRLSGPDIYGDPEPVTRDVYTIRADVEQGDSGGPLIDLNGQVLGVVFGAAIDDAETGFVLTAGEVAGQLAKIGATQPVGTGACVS
BoNT-F LC inh = blocks Botulinum neurotoxin F light chain protease. inhibition, % at 10 µM. Multiplex microsphere protease cleavage assay, flow cytometry. 360,000 compounds, 0.22% hits; in the data active = inhibition above about 35%, passing the limit was not always enough; inconclusive = no clear call, values can overlap the other calls; also: plate controls were buffer without enzyme for full effect and enzyme alone for no effect
* = called active by the depositor; ? = inconclusive; . = not tested or not shown. Rule as the data show it, unless noted: active = inhibition above about 30%; inactive = the rest.

SMILES	MazF activator	FBA Mtb inh	DUSP3 inh	FadD28 FP inh	GDH-TPI inh	Mtb UGM inh	CCHF vOTU inh	Mtb BioA inh	Rv3671c protease	BoNT-F LC inh
CC(=O)NC1CCN(CC(=O)Nc2cccc([N+](=O)[O-])c2)CC1	2	-2	22	-1.8	-5	-5.2	1	4.1	9	-4
CCCCNC(=S)N(C)/N=C/c1c(C)[nH]c2ccccc12	12	-3	3	-1.9	16	-2.1	29	.	14	-29
O=c1/c(=C/c2ccc(O)c([N+](=O)[O-])c2)sc2nc3ccccc3n12	3	-1	75*	-3.0	-6	.	4	.	.	-9
Cc1c(C(=O)N2CCCCC2C)sc2nc3n(c(=O)c12)CCC3 (stereo not drawn)	5	0	-3	1.4	7	-3.4	8	.	-5	3
Fc1ccc(-c2ccc(/C=N/n3cnnc3)o2)cc1	5	4	16	-3.7	41*	3.1	21	2.3	5	8
Cc1cccc(C)c1OCCn1nc(C(=O)O)c2ccccc2c1=O	9	-8	6	0.7	11	0.6	7	3.6	-8	-16
COc1ccc(OC)c(NC(=O)COC(=O)c2c3c(nc4ccccc24)CCCC3)c1	1	2	-6	-2.6	2	1.2	5	1.0	-11	-6
CCC(C)(C)NC(=O)c1ccc2c(c1)OCCO2	4	-2	22	-3.0	-6	0.5	10	.	5	-1
CCN(CC)S(=O)(=O)c1ccc(NC(=O)[C@@H](NC(=O)c2cc(OC)cc(OC)c2)C(C)C)cc1	-12	-1	32	-13	4	0.3	13	.	2	1
N#Cc1ccccc1NC(=S)NC(=O)C1CCC1	1	0	6	-1.0	0	1.2	-5	-0.4	.	-1
CN1C(=O)C(=Cc2ccc(N3CCCCCC3)cc2)C(=O)N(C)C1=O	-131	4	18	-1.6	54*	-0.7	8	-0.2	-18	?
Cc1c(C(=O)NCc2ccc3c(c2)OCCO3)sc(=O)n1Cc1ccccc1C(F)(F)F	.	-1	.	-3.6	9	.	10	0.4	.	-1
CCCN1CCN(S(=O)(=O)c2c(C)[nH]c(C)c2C(=O)N2CCCCC2)CC1	9	-3	-17	-2.5	-3	-1.6	8	-1.6	4	-4
COc1ccc(S(=O)(=O)n2ccc(C(C)Oc3ccc(-c4ccccc4)c(F)c3)n2)cc1 (stereo not drawn)	-2	-3	-2	1.0	10	0.1	-1	-0.1	-10	-2
O=C(NCCSCc1ccco1)Nc1cc(Cl)cc(Cl)c1	-11	0	16	-2.3	3	1.4	-6	-0.7	-24	?
O=C(c1ccc2c(c1)OCCO2)C1CCN(C(=O)c2ccc(F)cc2)CC1	3	3	17	0.3	12	-5.0	-17	-1.1	-3	3
COc1ccc(NC(=O)C(C)N2CCN(C)CC2)cc1 (stereo not drawn)	4	3	10	-2.8	-3	2.3	-3	-2.0	-3	-1
CCOC(=O)C1=C(C)NC2=C(C1c1ccc([N+](=O)[O-])cc1)S(=O)(=O)c1ccccc12 (stereo not drawn)	-3	-1	-10	-8.9	0	1.0	-7	4.9	-10	6
O=C(CSc1nnc(COc2ccccc2)n1Cc1ccco1)c1ccc(F)cc1	-14	1	-10	-4.4	8	0.4	4	-8.7	-7	25
COc1ccc(S(=O)(=O)NC2CC(C)(C)NC(C)(C)C2)cc1	10	1	-14	-0.4	5	-1.1	2	-2.1	-8	3
COCC(=O)NCc1ccc2c(c1)cc(C)n2C	-22	3	-11	-0.4	14	-0.7	1	.	-8	-5
COC(=O)Cn1c2ccc(OC)cc2c2nc(C)sc21	8	1	9	-0.4	13	1.6	11	0.4	2	.
COc1cc2c(cc1OC)C(c1cccc(Cl)c1)CC(=O)N2 (stereo not drawn)	1	2	9	-0.4	6	0.5	-10	3.5	.	?
CCSc1nnc(NS(=O)(=O)c2ccc(C)cc2)s1	-2	-3	-3	-2.3	-1	0.3	18	-1.0	-6	-3
Cc1ccc(OCC(=O)c2c(O)c3ccccc3oc2=O)cc1C	4	10	13	0.1	-3	2.8	10	-0.5	-7	-1
Cc1ccc(OC(C)C(=O)O)cc1C (stereo not drawn)	2	0	-14	-0.4	-3	1.8	-2	-0.8	-6	21
COc1cccc(C(=O)Nc2cc(S(=O)(=O)N3CCCCC3)ccc2OC)c1	-2	3	15	-2.0	1	0.0	6	.	-3	-2
CC(C)CNC(=O)COC(=O)c1ccccc1OCC(=O)Nc1ccc(Br)cc1	-29	1	13	-2.9	4	-1.7	2	-1.5	4	-1
O=C(c1ccc(Br)o1)N(Cc1ccccc1)Cc1ccccc1	-8	1	-11	-6.8	2	-2.4	9	3.8	-11	-6
c1ccc(C2=Nn3c(nnc3-c3cc(-c4ccccc4)n[nH]3)SC2)cc1	25	0	7	-14	-3	-1.2	23	0.0	-15	-11
C=CCC[C@@H](Cc1ccc(F)cc1)C(=O)O[C@H](CNC(=O)[C@@H](CC=C)CC(=O)N[C@H](CO)Cc1ccccc1)c1ccccc1	-4	-1	.	1.5	3	.	-3	-0.8	-1	-2
O=C(NN1CCOCC1)c1cc(S(=O)(=O)Nc2cccc(C(F)(F)F)c2)ccc1Cl	6	0	13	-4.9	5	-0.6	8	.	0	-2
CC(C)(C)[C@]1(O)CCN2C[C@H]3c4ccccc4CCc4cccc(c43)[C@@H]2C1	4	-3	5	-1.8	-8	-1.3	3	2.8	5	-10
O=C(NCCC1CCCCN1S(=O)(=O)c1cccs1)C(=O)NCc1ccccc1 (stereo not drawn)	-2	-1	.	-0.2	-6	.	-5	-1.2	-5	4
O=C(NCc1ccco1)c1ccc(NS(=O)(=O)c2cccc(F)c2)cc1	3	-2	6	0.6	1	-1.5	17	-0.9	-5	.
NS(=O)(=O)c1cc(C(=O)OCCNC(=O)c2ccccc2)c(Cl)cc1Cl	1	1	.	-1.9	-8	-1.8	-11	0.9	0	?
COC(=O)[C@]1(CC(C)C)N[C@H](c2ccc(-c3ccc4c(c3)OCO4)cc2)[C@@H]2C(=O)N(C)C(=O)[C@@H]21	3	3	.	-1.2	-7	-3.0	7	-1.3	-2	-8
COC(=O)N/N=C/c1cn(Cc2ccc(Cl)cc2Cl)c2ccccc12	1	1	-1	-1.9	10	0.9	-8	-0.8	1	-7
COc1ccc(N2CCOCC2)c(NC(=O)COc2cccc(C)c2C)c1	2	0	10	-3.6	-2	0.3	5	0.1	-3	-3
COc1ccc(S(=O)(=O)N2CCOCC2)cc1NC(=O)CN1CCCc2ccccc21	1	-3	.	-4.2	10	-3.5	2	0.1	0	-10
Cc1ccc(OCC(=O)Nc2ccc3c(c2)nc(CCN2CCCCC2)n3C)cc1	-7	7	21	0.6	4	0.4	2	-2.6	-12	1
O=C(N/N=C/c1ccc(OC(F)F)cc1OC(F)F)c1cccc(S(=O)(=O)N2CCOCC2)c1	-4	-2	5	-5.0	5	1.4	5	.	-2	-3
COc1cccc(NS(=O)(=O)c2ccc3c(c2)CC(=O)N3)c1	-3	5	.	-2.3	17	1.2	-7	-1.1	-7	11
COc1cccc(N2CCN(CC(=O)NC(=O)NCc3ccco3)CC2)c1	-10	4	-1	-1.0	7	-1.6	17	.	1	1
COc1cccc(N/C(N)=N/c2nc(C)cc(=O)[nH]2)c1	8	0	16	-3.6	2	-3.0	.	-1.5	-3	-9
CCOC(=O)N1CCN(C(=O)CSc2nnc(-c3cc(OC)ccc3OC)o2)CC1	-3	3	22	-0.5	1	.	10	-1.0	.	?
Fc1ccccc1CNc1nc(NCC2CC2)nc2ccsc12	.	-1	.	-4.1	13	.	12	2.4	.	0
Cc1ccccc1OCc1nc2ccccc2c(=O)n1/N=C/c1cn[nH]c1-c1ccc(Br)cc1	-7	4	11	-1.7	6	1.2	5	.	-12	-2
Cc1cc(C(=O)N/N=C/C=C/c2cccc([N+](=O)[O-])c2)n[nH]1	4	-5	13	-0.9	24	-0.8	23	-3.9	5	-3
S=C(NC1CCCCC1)N1CCOCCOCCN(C(=S)NC2CCCCC2)CCOCCOCC1	-17	2	-8	-1.2	5	0.2	2	-1.5	7	.

(further entries)
SMILES	MazF activator	FBA Mtb inh	DUSP3 inh	FadD28 FP inh	GDH-TPI inh	Mtb UGM inh	CCHF vOTU inh	Mtb BioA inh	Rv3671c protease	BoNT-F LC inh
Cc1ccc(S(=O)(=O)CCC(=O)O)cc1C	7	3	27	-0.4	2	1.7	-3	0.2	-3	3
OCC1(CCc2ccccc2)CCCN(C/C=C/c2ccccc2)C1 (stereo not drawn)	2	-1	57*	-3.9	-9	-1.1	-7	-0.3	-11	-42
CC(Oc1ccccc1)C(=O)Nc1ccc(S(=O)(=O)N2CCOCC2)cc1 (stereo not drawn)	-2	0	28	0.6	10	0.7	11	0.6	-3	-2
Cc1nn(-c2ccc(C(=O)O)cc2)c(C)c1Oc1ccccc1O	-12	-2	35	-6.2	15	0.6	-12	1.6	-14	-8
Cc1ccc2cc(CN(CCN3CCCC3)C(=O)Nc3ccc(F)cc3)c(=O)[nH]c2c1C	3	-2	18	-1.7	4	3.1	9	-0.6	-9	21
Cn1c(N)c(C(=O)COC(=O)CCc2nc3ccccc3s2)c(=O)n(C)c1=O	3	-2	14	-0.2	-3	-2.3	-13	-1.4	9	0
CC1=CN2C(=N)/C(=C/c3ccco3)C(=O)N=C2S1	-13	-4	5	-0.4	33*	-0.7	-1	.	-19	-7
O=C(NCCCn1ccnc1)c1ccc2c(c1)OCCO2	5	-6	22	1.6	-7	2.9	-10	3.5	1	-1
CCOC(=O)CCc1c(C)nc(SCCCn2c(=O)[nH]c3ccccc32)c(C#N)c1C	-2	-2	5	-5.4	-7	1.3	-1	0.0	-4	-12
COc1ccc(-c2cnnn2-c2ccc([N+](=O)[O-])cc2)cc1	2	1	31	-1.8	-3	-0.2	0	1.4	-3	-1

Compound profiles, as listed above. Values in the order: MazF activator, FBA Mtb inh, DUSP3 inh, FadD28 FP inh, GDH-TPI inh, Mtb UGM inh, CCHF vOTU inh, Mtb BioA inh, Rv3671c protease, BoNT-F LC inh
`Cc1ccc(S(=O)(=O)CCC(=O)O)cc1C` is listed as 7, 3, 27, -0.4, 2, 1.7, -3, 0.2, -3, 3
`Cc1nn(-c2ccc(C(=O)O)cc2)c(C)c1Oc1ccccc1O` is listed as -12, -2, 35, -6.2, 15, 0.6, -12, 1.6, -14, -8
`Cc1ccc2cc(CN(CCN3CCCC3)C(=O)Nc3ccc(F)cc3)c(=O)[nH]c2c1C` is listed as 3, -2, 18, -1.7, 4, 3.1, 9, -0.6, -9, 21
`CC(Oc1ccccc1)C(=O)Nc1ccc(S(=O)(=O)N2CCOCC2)cc1` (stereo not drawn) is listed as -2, 0, 28, 0.6, 10, 0.7, 11, 0.6, -3, -2

Further compounds follow:
SMILES	MazF activator	FBA Mtb inh	DUSP3 inh	FadD28 FP inh	GDH-TPI inh	Mtb UGM inh	CCHF vOTU inh	Mtb BioA inh	Rv3671c protease	BoNT-F LC inh
O=C1N=C(N2CCOCC2)CS1	6	-2	6	-4.2	-7	0.1	-3	.	2	-1
CC1CCN(S(=O)(=O)c2ccc(C(=O)Nc3ccccc3-c3nc4ccccc4[nH]3)cc2)CC1	-22	3	28	1.0	6	-0.5	13	.	-74	-14
Cc1cccc(-n2ncc3c(N4CCC(C)CC4)ncnc32)c1	5	-1	0	-3.5	-14	-1.5	2	0.3	-9	-2
CCC1C(=O)CC(c2ccco2)NC1c1ccco1 (stereo not drawn)	4	-3	26	-2.0	-9	-0.6	-4	0.4	4	1
CN(C)/C=C/C(=O)c1cnc2sccn2c1=O	7	-2	18	-2.5	27	1.4	-1	-2.3	4	1
Cc1cccc(NC(=O)N(Cc2cc3cc(C)ccc3[nH]c2=O)CC2COCCO2)c1 (stereo not drawn)	-2	1	0	-2.6	7	-1.0	-2	-0.4	-1	-8
COc1cc(CC(=O)Nc2ccc3nc(SC)sc3c2)cc(OC)c1OC	-9	3	15	-0.7	-3	2.0	-7	.	5	-2
O=C(CNS(=O)(=O)c1cccs1)Nc1ccc2c(c1)OCCO2	8	1	4	-0.9	7	-0.2	-6	-1.8	-3	5
CCCS(=O)(=O)NC(=O)C1(C)CCN(C(=O)c2oc3ccccc3c2C)C1 (stereo not drawn)	.	-1	.	-0.8	3	.	1	-1.1	.	0
O=C(c1cnn(C(=O)c2cccc(S(=O)(=O)N3CCOCC3)c2)c1)c1cc(Cl)cc(Cl)c1O	-1	.	-7	.	.	-0.3	.	.	9	.
